C-LANA FP: KSHV C-LANA DNA binding inhibition. 340,000 compounds, 0.078% hits. inhibition, % at 9 µM. MBP-C-LANA/FAM-LBS DNA binding, fluorescence polarization;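 active means highest replicate inhibition at or above 60% at 9 µM, even if other replicates fall short; inactive means all replicates below 60% inhibition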;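 further: 0% = neutral control wells and 100% = 4 µM acridine orange control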
DSG3 Ab inh: blocks pemphigus antibody binding to human desmoglein-3 | DSG3-coupled beads, scFv-anti-DSG3-GFP binding, flow cytometry; stronger effect = lower value | 310,000 compounds, 0.48% hits | binding (percent of control), % at 10 µM | P32926 | AID 588358;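 active means binding more than 3 SD below its plate's average and above zero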; further: some compounds called inactive have numbers as strong as hits
Keap1-Nrf2 PPI: Keap1-Nrf2 (human) interaction inhibition. Q14145. Keap1 Kelch-Nrf2 peptide fluorescence polarization, 1536-well. inhibition, % at 9.4 µM. 340,000 compounds, 0.15% hits; in the data active means inhibition above about 12%;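 further: human Keap1 Kelch domain with fluorescein labeled Nrf2 9mer peptide probe; 0% = neutral control wells and 100% = peptide positive control; higher means more block of Keap1 binding to Nrf2 peptide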
Target sequence (Q14145 whole entry, looked up, the tested form may be a part): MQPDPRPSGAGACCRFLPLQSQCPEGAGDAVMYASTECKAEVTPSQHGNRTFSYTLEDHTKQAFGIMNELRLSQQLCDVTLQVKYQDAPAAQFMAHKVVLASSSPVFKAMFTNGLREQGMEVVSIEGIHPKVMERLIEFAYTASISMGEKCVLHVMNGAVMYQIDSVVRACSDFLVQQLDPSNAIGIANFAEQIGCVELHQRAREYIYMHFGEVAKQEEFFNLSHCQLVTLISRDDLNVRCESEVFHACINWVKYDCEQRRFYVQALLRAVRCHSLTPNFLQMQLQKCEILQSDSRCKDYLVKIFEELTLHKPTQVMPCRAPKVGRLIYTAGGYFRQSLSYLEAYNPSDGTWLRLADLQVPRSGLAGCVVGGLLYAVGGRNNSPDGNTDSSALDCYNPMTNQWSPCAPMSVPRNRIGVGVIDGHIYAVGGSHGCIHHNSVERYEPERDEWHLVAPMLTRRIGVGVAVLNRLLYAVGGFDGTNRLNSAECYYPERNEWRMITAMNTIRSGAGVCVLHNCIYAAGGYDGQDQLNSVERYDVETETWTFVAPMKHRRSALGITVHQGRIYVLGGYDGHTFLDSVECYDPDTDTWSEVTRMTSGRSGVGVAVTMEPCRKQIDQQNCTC
Arr AP2 block: human beta-arrestin and AP2 interaction inhibition | 340,000 compounds, 0.31% hits | inhibition, % at 10 µM | AID 504490 | FITC-arrestin peptide / GST-AP2 beads, flow cytometry; AP2 beta2 appendage carries R879A mutation;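 active means inhibition above a set limit, near 3 SD of compounds lacking own fluorescence, cut at about 54% in these data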;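 further: plate controls were DMSO wells for no effect and 5 µM unlabelled arrestin peptide for full effect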
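test system = AP2 appendage R879A on GSH beads | buffer or medium = PBS plus Tween 20 (0.05%) and BSA (0.1%) | incubation = 12 min plus 1 h, RT | detection = bead flow cytometry, FITC channel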
RTF Ca sens act: cardiac RTF calcium sensitization; P19429+P45379; IANBD-labeled TnC RTF fluorescence at EC20 calcium; 0% EC20 calcium, 100% full calcium; activation, % at 7.2 µM; 340,000 compounds, 0.24% hits;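 active means activation above the mean over all tested compounds plus 3 SD, cut at about 30% in these data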;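 further: rise in fluorescence read as greater calcium sensitivity of cardiac thin filaments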
V-ATPase pH: alters yeast V-ATPase proton transport; S. cerevisiae, pHLuorin cytosolic pH fluorescence; response, % at 10 µM; 350,000 compounds, 0.37% hits; AID 504577; in the data active means response mostly above about 7.3%, no sharp cut-off; inactive means mostly below about 5.4%; further: actives read high; inactives centre near 0; some compounds called inactive have numbers as strong as hits; reference of the scale not given here
OPRM1-OPRD1 ag: OPRM1-OPRD1 heterodimerization agonism. activation, % at 9.3 µM. AID 504326. P35372+P41143. cells, luminescence. 340,000 compounds, 0.3% hits; in the data active means activation above about 18%;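 further: 0% = vehicle-treated cells and 100% = reference agonist; values of inactives mirror those of a sister screen read the other way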
Wnt act: activators of Wnt/beta-catenin signaling; Wnt/beta-catenin reporter cell assay, activator, plate reader; activation, % at 9.35 µM; 300,000 compounds, 1.2% hits; AID 743398; in the data active means activation above about 30%, passing the limit was not always enough;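 further: 0% = neutral control wells and 100% = positive control wells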
MOR-DOR inv ag: inverse agonists of human mu-delta opioid receptor heterodimerization; P35372+P41143; cell-based MOR-DOR heterodimer luminescence, inverse agonism; inhibition, % at 9.3 µM; 340,000 compounds, 0.21% hits; AID 504357; in the data active means inhibition above about 22%, passing the limit was not always enough;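 further: 0% = cells with DMSO and 100% = wells without cells with DMSO; values of inactives mirror those of a sister screen read the other way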
Cardiac RTF inh: cardiac RTF calcium desensitization; P19429+P45379; IANBD-labeled cardiac RTF, Ca2+ fluorescence; inhibition, % at 7.15 µM; 340,000 compounds, 0.12% hits; AID 493244;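 active means inhibition above the mean inhibition of all tested compounds plus 3 SD, cut at about 17% in these data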;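 further: assay run at fixed EC70 calcium of 1.6 mM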
* = called active by the depositor; . = no result given.

compound,Wnt act,V-ATPase pH,C-LANA FP,OPRM1-OPRD1 ag,MOR-DOR inv ag,Arr AP2 block,DSG3 Ab inh,RTF Ca sens act,Cardiac RTF inh,Keap1-Nrf2 PPI
Cc1cc(CN(C)Cc2ccc(OCC(O)CN(C)Cc3ccccc3)cc2)on1 (centres undefined),0,4,0.4,1.1,-8,-1,99,-5,-9,3
Cc1ccccc1Nc1nc(N)nc(CN(C)Cc2ccccc2Cl)n1,-2,5,1.0,-1.2,8,-6,85,0,-4,1
Cc1ccc(S(=O)(=O)N(C)c2ccccc2C(=O)NC2CCCC2)cc1,0,-4,2.9,-2.2,12,-5,.,5,9,-4
Cn1c2ccccc2c2nnc(SCC(=O)Nc3cccc(O)c3)nc21,3,3,0.3,-1.9,9,9,116,-2,6,-5
CC(c1ccc(F)cc1)n1cc(C(=O)NCc2ccccn2)nn1 (centres undefined),4,0,-0.4,0.4,-3,-2,86,0,-10,1
CCN(CC)N=Nc1cccc(NC(C)=O)c1,0,-3,-0.1,-4.2,21,8,97,0,-1,5
Cc1c(-n2c(SCC(C)C)nc3ccccc3c2=O)c(=O)n(-c2ccccc2)n1C,-2,2,3.7,-1.4,7,2,98,4,-8,-2
COc1ccc(NC(=O)N(C)C[C@H]2Oc3c(NC(=O)NC(C)C)cccc3C(=O)N([C@H](C)CO)C[C@@H]2C)cc1,-1,-1,0.0,-0.5,3,1,100,15,4,-4
NC(=O)C1CCN(S(=O)(=O)c2cccc(C(=O)O)c2)CC1,-4,3,-0.1,-1.5,8,33,.,4,-14,-3
CSCCC(NS(=O)(=O)c1ccc2c(c1)OCCO2)C(=O)NCCc1ccccn1 (centres undefined),.,0,0.4,0.0,0,5,94,-1,2,2
COc1ccc(OC)c(S(=O)(=O)N2CCN(c3ccccn3)CC2)c1,-1,1,-7.4,-1.6,9,17,104,0,-8,2
CCc1cccc(NC(=O)CCc2c(C)nn(-c3ccc(N4CCCCC4)nn3)c2C)c1,15,2,0.9,-1.4,7,-20,97,0,-2,-2
Cc1cc(C)c(C#N)c(Oc2ccc(O)cc2)n1,-2,0,-0.6,-1.4,9,10,96,2,-3,2
CCCCN(CCCC)CCCNC(=O)C12CN(Cc3ccccc3)CC1C(c1cccc([N+](=O)[O-])c1)=NO2 (centres undefined),-5,-1,-1.0,2.1,-12,0,107,3,4,-6
CCC(=O)Nc1cc2nn(-c3ccccc3)nc2cc1Cl,38*,2,-2.4,-1.6,10,9,.,2,-3,0
O=S1(=O)CCN2C=C(Br)C=C(Br)C2=N1,-1,4,0.6,-1.5,8,7,110,10,-1,-4
Cc1ccc(S(=O)(=O)N2CCOCC2)cc1NC(=O)COC(=O)/C=C/c1ccco1,3,0,2.4,-3.9,15,26,105,-1,-4,-1
Cc1ccc(/C=N\NC(=O)c2cncc(Br)c2)o1,0,0,1.3,-0.3,2,-7,99,-10,0,0
Cc1ccc(NC(=O)Cc2ccsc2)cc1S(=O)(=O)N1CCOCC1,-2,-1,0.7,-1.2,6,35,91,-5,-2,1
COc1cccc(CN2CC(C(=O)N(C)Cc3nc4ccc(F)cc4[nH]3)CCC2=O)c1 (centres undefined),1,4,-0.8,-4.1,22,-7,.,5,1,0
COc1cccc(/C=C2\SC(=O)N(CC(=O)NCCCn3ccnc3)C2=O)c1,0,-6,-1.6,-3.1,15,6,106,-2,4,-7
CCN(CC)CCNC(=O)c1cc(-c2ccc(Br)s2)nc2ccccc12,1,1,-0.4,2.9,-14,-4,95,-1,-10,-4
CC(c1ccccc1)n1c(CCCO)nc2ccccc21 (centres undefined),26,-1,1.8,-0.7,3,-5,93,-1,-4,1
CCOC(=O)N1CCN(C(=O)c2ccc3c(=O)n(CCc4ccccc4)c(=O)[nH]c3c2)CC1,-6,4,0.6,-1.6,10,-5,100,-1,-19,-4
N#Cc1nc(COc2ccc(F)cc2)oc1N1CCC(Cc2ccccc2)CC1,.,-11,2.0,-0.7,3,8,97,4,-12,1
NS(=O)(=O)c1ccc(N=Nc2ccc(=O)[nH]c2O)cc1,-1,-2,16,-4.3,25,32,87,-11,5,6
CCCNC(=O)COc1nc2ccccc2nc1N1CCOCC1,-1,-1,0.6,-2.1,11,1,82,-9,-14,3
COc1ccccc1N1CCN(CC(O)COc2ccc(C)cc2C)CC1 (centres undefined),-2,2,0.7,-0.2,1,-14,96,5,-6,-3
O=C(CSc1ncnc2c1cnn2-c1ccccc1)NC1CCCC1,11,3,-3.1,2.9,-19,30,106,-5,-7,1
COC(=O)c1cc2c(s1)-c1ccccc1OC2,8,-4,0.9,0.3,-2,-1,104,1,-6,-4
O=C(O)CCSC(=S)N1CCOCC1,1,1,-1.7,-1.3,7,11,100,0,0,-3
COc1cc(NS(=O)(=O)c2ccc(NC(=O)c3cccs3)cc2)nc(OC)n1,1,0,0.6,1.7,-13,-1,116,2,-1,7
O=c1[nH]c2cccnc2n1Cc1ccccc1,.,.,1.8,-2.3,14,4,98,6,-4,-2
O=C(CCC1CCCCC1)Nc1ncn[nH]1,2,-1,-0.7,-0.3,2,7,103,1,-25,-1
O=C(Cc1ccccc1)Nc1ccc(C(=O)Nc2ccccc2C(=O)O)cc1,4,-2,-0.1,-2.5,10,-12,110,1,4,8
CC(=O)Nc1ccc(C(=O)Nc2ccc(S(=O)(=O)N3CCCCC3)cc2)cc1,-2,3,-1.2,0.3,-2,-2,96,-7,-4,-3
CCOc1cc(C2C(C(=O)N3CCOCC3)=C(C)NC3=C2C(=O)CCC3)ccc1O (centres undefined),-2,8,1.7,-0.9,5,0,101,-6,-9,-2
COc1ccccc1C=NNC(=O)c1ccccc1OCCOc1ccccc1,-4,2,-0.3,-2.2,9,5,101,-2,-7,-4
OCCSc1c(F)c(SCCO)c(SCCO)c(F)c1SCCO,.,0,0.4,1.6,-9,9,104,0,-6,0
CCOC(=O)c1c(N/N=C/c2ccncc2)n[nH]c1C,21,4,-1.1,0.5,-4,13,87,-8,-11,-5

Shown with values under each structure: part of the list above
Order of values: Wnt act	V-ATPase pH	C-LANA FP	OPRM1-OPRD1 ag	MOR-DOR inv ag	Arr AP2 block	DSG3 Ab inh	RTF Ca sens act	Cardiac RTF inh	Keap1-Nrf2 PPI
O=c1[nH]c2cccnc2n1Cc1ccccc1
 : .	.	1.8	-2.3	14	4	98	6	-4	-2
O=C(Cc1ccccc1)Nc1ccc(C(=O)Nc2ccccc2C(=O)O)cc1
 : 4	-2	-0.1	-2.5	10	-12	110	1	4	8

Next records follow.
compound,Wnt act,V-ATPase pH,C-LANA FP,OPRM1-OPRD1 ag,MOR-DOR inv ag,Arr AP2 block,DSG3 Ab inh,RTF Ca sens act,Cardiac RTF inh,Keap1-Nrf2 PPI
O=C(CSc1nnc(NC(=O)c2c(F)cccc2F)s1)NCc1ccc(F)cc1,-3,3,-1.2,-1.6,10,11,106,-4,-3,-2
CCN(CC)CCNC(=O)c1ccc(NC(=O)C2CC(=O)N(CCc3ccc(OC)c(OC)c3)C2)cc1 (centres undefined),6,1,-0.8,-1.4,6,2,107,-2,-2,-6
COc1cccc(C(=O)Nc2c(C)n[nH]c2C)c1,.,-2,-1.0,-0.5,3,-1,101,-2,-2,-3
Cc1ccc(S(=O)(=O)N2CCC(C(=O)N3CCCCCCC3)CC2)cc1,-3,1,0.5,-2.5,13,40,99,9,-7,-2
COc1ccc(C)cc1NS(=O)(=O)c1ccc(NC(=O)CN(c2cc([N+](=O)[O-])ccc2C)S(C)(=O)=O)cc1,-8,-9,0.1,0.2,-1,29,119,-8,-13,-4
COC(=O)c1ccc(CN2C(=O)NC3(CCC(C)CC3)C2=O)cc1 (centres undefined),5,-3,-3.2,-0.1,1,28,95,-1,13,0
Cc1cccc(N(C(=O)CNC(=O)c2cccs2)C(C(=O)NC2CCCC2)c2ccncc2)c1 (centres undefined),0,3,0.9,-2.2,14,0,91,-4,-10,-4
CCOC(=O)Cc1c(C)nc2c(-c3ccccc3)c(C)nn2c1C,1,1,2.4,0.5,-3,-8,73,-5,-3,-4
COc1ccc(N(C)C(=O)C2CCCN2S(=O)(=O)c2cccc3nsnc23)c(OC)c1 (centres undefined),.,7,0.8,-1.9,10,1,.,-3,5,-4
CCOC(=O)c1cc(-c2ccccc2)sc1NC(=O)CC(C)C,.,0,1.6,3.7,-19,5,.,-1,-8,3
Cc1cccc(C)c1C(=NCCN(C)C)c1ccccc1,1,2,-1.1,2.7,-13,-6,.,12,-7,-6
Cc1cc(C)c(NC(=O)C2CC(=O)N(Cc3ccccc3)C2)c(C)c1 (centres undefined),0,-2,-0.3,-0.9,5,35,112,1,-9,3
CCOC(=O)c1sc(NC(=O)c2ccc3nc[nH]c3c2)nc1C,9,-1,0.1,-0.9,5,39,96,-2,5,0
COc1cccc(C(=O)C2CCCN(Cc3cn[nH]c3C3CCCCC3)C2)c1 (centres undefined),-1,1,2.2,.,.,-6,99,.,.,2
CC(C)(C)Nc1nc(N)nc(Cl)n1,-9,-2,-0.2,-4.2,21,7,101,-6,4,-1
Clc1ccccc1-c1nnc2sc(-c3ccc4c(c3)OCO4)nn12,.,16*,0.6,-2.9,15,7,97,7,0,-1
O=C(NCCNS(=O)(=O)c1ccc(C(F)(F)F)cc1)N1CCOCC1,0,-1,1.2,-1.6,8,-1,106,0,-4,-4

Compounds as they come; overall some 3.1% were active at least once.
